# Compound activity from PubChem BioAssay.
# FBA Mtb inh: inhibits M. tuberculosis FBA enzyme; purified M. tuberculosis FBA, fluorescence read-out; hit rate 2.3% among 360,000; P9WQA3; inhibition, % at 1 µM; in the data active = inhibition above about 27%;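 also: 0% = vehicle and 100% = reference inhibitor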
# BoNT A protease: blocks Botulinum neurotoxin A light chain protease | multiplex microsphere protease substrate cleavage, flow cytometry | inhibition, % at 10 µM | hit rate 0.17% among 360,000 | AID 588499; also: plate controls were buffer without enzyme for full effect and enzyme alone for no effect
# Anthrax LF prot: anthrax lethal factor protease inhibition; P15917; multiplex microsphere protease cleavage assay, LF; inhibition, % at 10 µM; hit rate 0.12% among 360,000; AID 588501; also: plate controls were buffer without enzyme for full effect and enzyme alone for no effect
# Target sequence (P15917 whole entry, looked up): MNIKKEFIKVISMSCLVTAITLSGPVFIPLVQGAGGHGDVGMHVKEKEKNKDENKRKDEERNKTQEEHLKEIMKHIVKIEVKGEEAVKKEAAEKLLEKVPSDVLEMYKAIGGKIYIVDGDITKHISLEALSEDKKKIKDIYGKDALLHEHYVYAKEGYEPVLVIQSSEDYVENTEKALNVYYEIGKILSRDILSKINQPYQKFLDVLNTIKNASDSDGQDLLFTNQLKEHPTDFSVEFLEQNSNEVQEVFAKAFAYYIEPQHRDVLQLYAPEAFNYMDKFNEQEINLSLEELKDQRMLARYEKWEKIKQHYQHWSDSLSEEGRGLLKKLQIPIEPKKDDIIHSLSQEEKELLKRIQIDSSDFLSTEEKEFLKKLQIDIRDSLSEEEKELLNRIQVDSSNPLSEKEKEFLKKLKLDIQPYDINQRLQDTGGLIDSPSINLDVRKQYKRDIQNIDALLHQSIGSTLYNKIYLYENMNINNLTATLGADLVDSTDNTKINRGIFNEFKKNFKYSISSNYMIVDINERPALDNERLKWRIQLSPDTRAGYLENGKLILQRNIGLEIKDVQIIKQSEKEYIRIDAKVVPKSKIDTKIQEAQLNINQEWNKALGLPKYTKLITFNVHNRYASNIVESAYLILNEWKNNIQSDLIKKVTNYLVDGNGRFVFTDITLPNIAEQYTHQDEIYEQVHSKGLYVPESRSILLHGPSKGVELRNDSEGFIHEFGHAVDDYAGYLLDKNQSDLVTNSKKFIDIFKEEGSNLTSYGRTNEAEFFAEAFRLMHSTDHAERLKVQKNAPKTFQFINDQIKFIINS
# FadD28 FP inh: blocks FadD28 binding to the bisubstrate probe | hit rate 0.22% among 360,000 | fluorescence polarization | AID 588549 | inhibition, % at 12.5 µM; in the data active = inhibition above about 8.5%, passing the limit was not always enough; inconclusive = no clear call, values can overlap the other calls
# Mtb BioA inh: blocks M. tuberculosis BioA enzyme activity. purified M. tuberculosis BioA enzyme, plate reader. inhibition, % at 9.99 µM. hit rate 0.096% among 360,000. AID 602481; in the data active = inhibition above about 40%; inconclusive = no clear call, values can overlap the other calls
# GDH-TPI counter: inhibits GDH-TPI coupling enzymes, artifact for Mtb FBA screen. GDH-TPI coupled enzyme counterscreen, NADH absorbance. inhibition, % at 4.8 µM. hit rate 1.2% among 360,000; in the data active = inhibition above about 30%;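 also: 0% = DMSO wells and 100% = wells lacking the enzyme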
# BoNT F protease: BoNT F light chain protease inhibition; Multiplex microsphere protease cleavage assay, flow cytometry; inhibition, % at 10 µM; hit rate 0.22% among 360,000; in the data active = inhibition above about 35%, passing the limit was not always enough; inconclusive = no clear call, values can overlap the other calls; also: plate controls were buffer without enzyme for full effect and enzyme alone for no effect
# UGM FP inh: blocks M. tuberculosis UGM enzyme | inhibition, % at 10 µM | hit rate 0.06% among 320,000 | AID 504406 | purified UGM, fluorescence polarization probe displacement; in the data active = inhibition above about 10%, passing the limit was not always enough; inconclusive = no clear call, values can overlap the other calls
# PfHsp40 rescue: rescue of PfHsp40-mediated yeast toxicity. growth rescue, % at 12.5 µM. S. cerevisiae expressing PfHsp40, growth rescue, ATP luminescence. hit rate 0.68% among 340,000; in the data active = growth rescue above about 28%, passing the limit was not always enough; inconclusive = no clear call, values can overlap the other calls;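 also: yeast W303a lacking pdr1 and pdr3 grown in galactose medium; growth measured after three days at 30 °C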
# Numbers without * were called inactive; ? = inconclusive; . = no result given. Rule as the data show it, unless noted: active = inhibition above about 30%; inconclusive = no clear call, values can overlap the other calls; inactive = below that. Random draw from the library; 4.7% or so of the library scored in one or more.
Structure,FBA Mtb inh,BoNT A protease,Anthrax LF prot,FadD28 FP inh,Mtb BioA inh,GDH-TPI counter,BoNT F protease,UGM FP inh,PfHsp40 rescue
CC(=O)c1sc(NC(=O)c2cccnc2Cl)nc1C,-0.5,-0.2,-1.9,0.1,.,22.8,-3.4,-3.1,-0.7
Brc1ccccc1OCCNCc1ccccc1,1.6,-0.6,-1.3,-3.3,.,1.6,-13.1,0.1,-0.4
COc1cc(OC)nc(NC(=O)NS(=O)(=O)c2ccccc2Cl)n1,-3.0,0.7,-6.0,-4.7,-1.4,-8.9,-5.1,-2.7,-0.6
COc1ccc(OC)c(NC(=O)CN2C(=O)NC3(CCOc4ccccc43)C2=O)c1 (configuration not stated),-8.0,1.0,-0.6,-3.6,0.9,5.9,8.4,0.4,-1.0
CN(C(=O)CCc1nc2ccccc2c(=O)[nH]1)C1CCS(=O)(=O)C1 (configuration not stated),3.1,-0.8,-4.4,0.2,3.0,3.5,-5.5,0.5,0.9
CCOC(=O)c1cnn(-c2ncnc3c2cnn3C)c1N,0.1,0.6,-2.5,-0.5,-1.6,-2.9,-8.4,1.0,0.0
COc1cc(/C=C2\SC(=O)N(c3ccccc3Cl)C2=O)cc([N+](=O)[O-])c1O,-2.1,-0.8,-2.4,0.7,2.4,9.8,-10.6,.,-0.2
Cc1cc(N2CCN(c3ccccc3)CC2)nc(-c2ccccc2O)n1,6.8,-0.2,-2.8,-2.9,0.3,6.9,-7.3,-0.1,10.6
Cc1[nH]c2ccccc2c1C(=O)C(=O)N1CCOCC1,-1.8,-0.6,6.6,0.9,-1.5,15.3,3.6,-1.3,-0.5
COc1ccc(OC)c(NC(=O)C(Sc2ccccc2)c2ccccc2)c1 (configuration not stated),15.3,-0.4,-3.7,1.0,.,-6.8,-1.0,-0.2,1.5
CCCCCCCn1ccc(=N)cc1,7.9,-0.1,-2.4,1.9,.,-2.0,-2.1,0.2,-0.5
CCOc1ccc(NS(=O)(=O)c2ccc(NC(C)=O)c(OC)c2)cc1,1.1,0.0,-7.2,-0.1,-0.6,0.3,-5.3,2.5,-0.3
Cc1cccnc1NC(=O)Nc1ccccc1,6.5,-1.2,-10.2,1.1,-1.4,0.0,-4.1,-2.4,0.6
Cc1nc([N+](=O)[O-])cn1CC(=O)Nc1ccc([N+](=O)[O-])cc1,0.0,1.0,-18.9,-0.4,1.0,29.4,?,4.9,-0.1
CC(C)(Oc1ccc(Cl)cc1)C(=O)Nc1ccc2oc(-c3ccncc3)nc2c1,3.6,-0.4,-11.0,-2.9,-1.6,3.4,-3.4,2.5,-1.1
O=C(NCCN1CCOCC1)c1ccc(S(=O)(=O)Nc2ccccc2)cc1,1.7,.,.,-0.9,-1.9,0.6,.,2.0,0.1
O=S(=O)(Nn1cnnc1)c1ccc2ccccc2c1,3.1,-0.5,-1.0,-1.0,0.0,6.9,-4.6,0.1,-1.0
O=C(CNC(=O)C1CCCCC1)NNC(=O)c1ccccc1Br,1.4,-1.1,-2.9,0.2,-0.6,7.1,4.3,3.2,-0.6
Cc1ccc(C2=NN(S(C)(=O)=O)C(c3cccs3)C2)cc1 (configuration not stated),1.1,-1.9,-8.1,0.7,-0.4,3.5,-16.3,-0.2,0.1
O=C(O)CC1S/C(=N\N=C/c2ccccc2)N(c2ccc(O)cc2)C1=O (configuration not stated),-1.1,-0.8,2.7,-0.1,-1.3,13.6,-16.2,-0.6,-0.4
CCn1c(SC(C)C(=O)OC)nnc1-c1c[nH]c2ccccc12 (configuration not stated),3.7,-0.3,-6.2,0.5,0.9,7.7,-6.1,2.6,0.8
CC(=O)Nc1ccc(NC(=O)C2CCCN(c3nnc(-n4cccc4)s3)C2)cc1 (configuration not stated),-2.0,0.2,2.2,-5.9,.,0.6,11.8,2.3,-0.5
COC(=O)C1=C(O)/C(=C\c2ccc(CNC(=O)C(=O)Nc3ccc(C)cc3)o2)N=C1C,4.6,5.2,9.3,1.3,.,27.4,-2.3,0.9,0.7
O=C1CCc2cc(Br)ccc2O1,4.8,0.5,-4.9,-0.7,-1.6,-0.5,0.9,.,-2.2
Cc1ccc(S(=O)(=O)N2CC(O)CC2C(=O)Nc2ccc3c(c2)CCC3)cc1 (configuration not stated),5.2,0.6,-3.5,-2.2,-0.3,4.9,16.1,-0.1,0.0
CC(=O)Oc1cccc(N2C(=O)c3ccc(C(=O)Nc4cccnc4)cc3C2=O)c1,-1.9,-0.3,-1.9,-3.4,.,-8.9,0.3,-5.4,-0.9
Cc1nc(C(C)N(C)Cc2nc(-c3ccc4c(c3)OCO4)no2)c(C)s1 (configuration not stated),-0.5,-1.3,-1.1,-2.8,.,2.8,-7.6,-1.1,2.2
COc1ccccc1C(=O)N1CCC(N2CCN(c3ccccc3OC)CC2)CC1,11.4,-0.8,-2.0,-0.8,.,-0.7,?,-0.5,-0.2
COc1ccc(-c2cc3c(=O)n(CC(=O)N4CCCCC4)ncn3n2)cc1,6.1,-0.4,0.4,0.9,-1.1,1.9,5.0,1.2,0.5
O=C(COc1ccccc1F)NCC(c1ccco1)N1CCCC1 (configuration not stated),2.6,0.1,-5.1,-1.7,.,-3.9,-3.1,0.4,0.0

# Copied from the listing (two entries):
Structure,FBA Mtb inh,BoNT A protease,Anthrax LF prot,FadD28 FP inh,Mtb BioA inh,GDH-TPI counter,BoNT F protease,UGM FP inh,PfHsp40 rescue
COc1ccc(-c2cc3c(=O)n(CC(=O)N4CCCCC4)ncn3n2)cc1,6.1,-0.4,0.4,0.9,-1.1,1.9,5.0,1.2,0.5
O=C(COc1ccccc1F)NCC(c1ccco1)N1CCCC1 (configuration not stated),2.6,0.1,-5.1,-1.7,.,-3.9,-3.1,0.4,0.0

# (listing goes on)
Structure,FBA Mtb inh,BoNT A protease,Anthrax LF prot,FadD28 FP inh,Mtb BioA inh,GDH-TPI counter,BoNT F protease,UGM FP inh,PfHsp40 rescue
Cc1[nH]c2ccc(F)cc2c1CCN(Cc1cccnc1)C(=S)Nc1ccc(F)cc1,0.0,-0.7,-4.5,-0.4,0.3,-3.1,0.1,-5.0,0.3
Cc1ccc(/C=C2\C(=O)Nc3ccccc32)o1,-4.5,-0.4,0.2,-1.6,.,16.1,-1.8,-0.3,0.3
CCc1nc2c(cnn2-c2ccc(Cl)cc2)c(=O)n1-c1ccc(OC)cc1,6.7,-0.2,-0.2,-2.0,2.1,-0.8,-3.1,0.2,0.4
CC1(C(=O)NCC2CCOCC2)Cc2c(-c3cccc(C(N)=O)c3)ccnc2O1 (configuration not stated),-0.5,0.0,-5.6,-2.9,21.4,12.4,-3.3,.,.
O=C(COC(=O)c1cccs1)Nc1ccccc1Cl,-0.2,2.3,1.5,-3.0,5.0,-8.3,4.5,-1.7,-0.1
O=C(NCc1ccc2c(c1)OCO2)C1CCN(c2nccc(C(F)(F)F)n2)CC1,0.1,-2.0,-6.2,-1.9,-0.7,-6.3,?,0.4,-0.7
O=C(/C=C\c1cn(-c2ccccc2)nc1-c1ccccc1)Nc1nccs1,-0.6,0.5,-1.0,1.5,.,26.8,-7.0,-0.3,1.4
COc1ccccc1NC(=O)CSc1nnnn1-c1ccc(C)cc1,-14.8,-0.8,2.5,-1.2,.,-16.4,4.1,-1.5,0.7
COc1ccc(Cl)cc1NC(=O)Cn1c(=O)n2nc(C)nc2c2ccccc21,1.6,-1.4,-1.5,1.4,0.4,-4.0,-1.9,-1.8,0.1
COc1ccc(-c2[nH]ncc2CN2CCC(OCc3ccccn3)CC2)c(F)c1,2.8,-0.7,0.8,0.4,3.8,-0.5,-1.7,-2.5,0.2
CC1(C)CC(=O)N(c2ccc(Cl)c(Cl)c2)C(=O)C1,-2.1,-1.6,-7.3,0.1,-0.9,-2.0,-2.7,-0.1,-0.2
O=C(Nc1cccc(Cl)c1)c1ccc(Cn2cc(Cl)cn2)cc1,-0.3,-0.9,-1.5,-2.9,10.7,-7.0,1.2,-1.0,7.0
COc1ccc(-c2csc(C(O)c3ccccc3)n2)cc1 (configuration not stated),-1.6,-0.4,-2.2,-1.3,1.0,4.5,-6.8,.,.
N/C(Cc1ccc(Cl)cc1Cl)=N\OC(=O)c1ccccc1F,6.6,0.6,0.4,-0.6,.,6.6,-1.3,1.3,155.8*
Cc1cc[n+]2cc(-c3cccc([N+](=O)[O-])c3)c(-c3cccc([N+](=O)[O-])c3)cc2c1,-0.1,17.1,-4.6,-4.8,10.7,13.7,-54.6,-0.3,0.6
CC1=C[C@@H](C)[C@@H](c2ccccc2)OC1=O,2.6,-0.7,8.3,-0.2,2.7,13.2,6.3,1.1,-0.6
N#Cc1c(-c2ccc(F)cc2)cc(-c2cccnc2)nc1N,24.3,0.9,-0.3,1.0,-0.8,-17.3,7.9,-2.2,-0.5
CC(=O)c1ccc(C(=O)N2CCc3c([nH]c4ccccc34)C2c2ccccn2)s1 (configuration not stated),0.4,-1.4,2.4,0.7,13.3,0.0,1.9,1.7,3.4
COc1cc2c(cc1OC)C(C)N(C(=O)c1ccc(Cl)c(S(=O)(=O)N3CCCCC3)c1)CC2 (configuration not stated),-0.2,-0.7,-0.1,-3.0,1.4,6.7,7.1,-3.0,-0.5
CCC(C)NC(=O)C1CCN(S(=O)(=O)c2ccc(Br)s2)CC1 (configuration not stated),-1.8,-0.4,2.5,0.4,.,-1.1,-5.8,-0.5,-0.4
CCNc1nc(NC(C)C)nc(Oc2ccc(OCc3ccccc3)nn2)n1,0.5,0.3,1.8,-0.8,0.8,9.7,-1.2,-0.3,0.7
O=C(CCS(=O)(=O)c1ccc(Br)cc1)Nc1cc(F)ccc1F,-4.0,0.4,-0.6,-1.3,0.2,5.2,-4.7,-1.4,-0.8
Cc1ccc(NC(=O)Nc2cccs2)cc1,0.2,1.4,0.2,-0.6,-2.2,5.0,-1.4,-0.2,-0.3
Fc1ccc(-c2csc(-c3ccncc3)n2)cc1,15.6,-0.3,-5.0,0.8,-1.2,0.6,-3.7,1.1,0.7
Cn1c(=O)cc(SCC(=O)N2CCN(c3ccccc3)CC2)c2ccccc21,1.4,-1.1,0.3,-3.6,2.9,1.4,-25.3,1.3,-1.2
COc1ccc(NC(=S)NN(C)C(=S)Nc2ccc(OC)cc2)cc1,-2.2,-0.2,-1.3,-3.4,.,-1.9,-0.4,-0.3,0.7
O=Cc1cn(CCCOc2ccccc2)c2ccccc12,-3.7,0.0,-2.1,-5.9,.,0.8,-5.2,0.5,4.9
CCN(CC(=O)Nc1c(F)cccc1F)C(=O)c1ccc2ccccc2n1,1.0,4.1,-4.1,-1.4,.,18.6,1.6,5.3,5.8
Cc1ccc(N2CC(O)=C(c3nc4ccccc4c(=O)[nH]3)C2=N)cc1C,13.4,-0.5,-7.1,-0.8,.,4.5,-7.5,1.2,-0.5
O=c1[nH]c(=O)n(-c2ccccc2)c2c1C(C(F)(F)F)(C(F)(F)F)N=C(C1CCCCC1)N2,-1.2,0.4,1.8,-1.8,1.3,-1.1,1.0,2.8,2.3
Cc1cccc(NC(=S)NCCc2ccc(F)cc2)c1C,1.8,-1.1,-0.2,-1.9,.,-0.6,-2.5,1.6,-1.4
Cc1cc(C)n2nc(C(=O)OCC(=O)N3CCC3)nc2n1,-1.0,-0.3,-6.9,-0.2,.,3.9,-1.9,-3.1,0.1
O=C(Cc1ccccc1)N(c1ccccc1)c1ccccc1,4.8,0.0,0.9,-1.8,3.7,10.8,-4.9,.,0.6
Cc1cc2ccccn2c1C(C[N+](=O)[O-])c1c(F)cccc1Cl (configuration not stated),0.5,0.7,-0.4,-3.1,-0.4,0.4,-5.3,0.6,-0.6
Cc1cccc(NC(=O)CSCC(=O)Nc2ccccc2C(=O)N2CCCCC2)c1,1.3,0.1,0.3,1.0,0.6,-7.1,0.6,.,.
CCc1ccc(C(=O)NCc2ccc(Cl)cc2Cl)cc1,-1.1,-0.2,3.5,-2.7,-0.6,2.6,-4.6,-0.2,10.7
